Screens (PubChem BioAssay)
ROCK2 inh = ROCK2 (human) kinase inhibition | O75116 | purified ROCK2, Kinase-Glo ATP depletion luminescence | inhibition, % at 6 µM | AID 604 | actives 0.35% (n = 60,000);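 active means inhibition above the screen-wide mean inhibition plus 3 SD, cut at about 18% in these data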;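 further: plate controls were DMSO wells for no effect and Y-27632 control wells after no-enzyme background subtraction for full effect; many of its hits are not listed in these tables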
FXIa inh mix = blocks human factor XIa in pooled compound mixtures. actives 0.19% (n = 62,000). purified FXIa, fluorogenic substrate. inhibition, % at 5 µM. P03951;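 further: each value is inhibition by a whole ten-compound pool holding the compound; 0% = enzyme with no mixture and 100% = wells lacking enzyme; strong numbers were not always called active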
C1s inh = human complement C1s inhibition; P09871; purified C1s, fluorogenic AMC substrate, pooled mixtures; mean inhibition % of two 10-compound mixtures (hits give high values), % at 5 µM (by protocol); actives 0.16% (n = 62,000); AID 538;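 active means inhibition above 20% in each of the two 10-compound mixture wells holding the compound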;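 further: 0% = enzyme wells lacking compound mixture and 100% = no-enzyme blank wells; some compounds called inactive have numbers as strong as hits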
CatL block = inhibitors of human cathepsin L; P07711; actives 0.17% (n = 58,000); inhibition, %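 (tested at 10 µM)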; purified cathepsin L, fluorogenic substrate, fluorescence; in the data active means inhibition above about 45%;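 further: 0% = enzyme with no compound and 100% = no enzyme blank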
Target sequence (P07711 114-288 limits assumed): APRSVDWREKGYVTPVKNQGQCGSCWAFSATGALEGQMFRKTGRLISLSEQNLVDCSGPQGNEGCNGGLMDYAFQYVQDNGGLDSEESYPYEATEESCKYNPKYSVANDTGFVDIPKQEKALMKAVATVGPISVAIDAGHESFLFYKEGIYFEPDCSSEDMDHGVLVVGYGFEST
Target sequence (P07711 292-333 limits assumed): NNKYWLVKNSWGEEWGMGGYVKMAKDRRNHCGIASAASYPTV
CatS inh = inhibitors of human cathepsin S. recombinant cathepsin S, AMC dipeptide fluorescence, pooled mixtures. inhibition, %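 (tested at 5 µM per compound within 10-compound mixtures)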. actives 0.06% (n = 62,000). AID 501; in the data active means inhibition above about 32%, passing the limit was not always enough;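 further: 0% = enzyme without compound and 100% = blank without enzyme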
CatG inh = inhibitors of human cathepsin G. inhibition, % at 5 µM (by protocol). P08311. AID 581. purified enzyme, AMC-tetrapeptide fluorescence, pooled mixtures. actives 0.2% (n = 62,000);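 active means inhibition above 20% in each of the two mixture wells holding the compound; inactive means inhibition of 20% or less in either well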;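 further: 0% = enzyme control without mixture and 100% = blank lacking enzyme; strong numbers were not always called active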
Target sequence (P08311 21-244 limits assumed): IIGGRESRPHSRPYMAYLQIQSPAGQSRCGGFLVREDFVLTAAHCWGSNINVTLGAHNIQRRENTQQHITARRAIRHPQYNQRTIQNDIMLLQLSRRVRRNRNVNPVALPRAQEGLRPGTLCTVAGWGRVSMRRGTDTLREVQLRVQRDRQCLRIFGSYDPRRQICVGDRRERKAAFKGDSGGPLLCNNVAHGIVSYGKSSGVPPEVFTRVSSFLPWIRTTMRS
PKA kinase inh = inhibitors of human protein kinase A | inhibition, % at 6 µM | P17612 | PKA Kemptide phosphorylation, Kinase-Glo ATP luminescence | actives 0.1% (n = 65,000);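 active means inhibition above the screen-wide mean inhibition plus 3 SD, cut at about 21% in these data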; further: many of its hits are not listed in these tables
JNK3 inh = JNK3 (human) kinase inhibition; P53779; inhibition, % at 8 µM; actives 0.61% (n = 60,000); purified JNK3 kinase activity, HTS; in the data active means inhibition above about 17%;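 further: 0% = DMSO and 100% = reference inhibitor; many of its hits are not listed in these tables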
Target sequence (P53779 whole entry, looked up): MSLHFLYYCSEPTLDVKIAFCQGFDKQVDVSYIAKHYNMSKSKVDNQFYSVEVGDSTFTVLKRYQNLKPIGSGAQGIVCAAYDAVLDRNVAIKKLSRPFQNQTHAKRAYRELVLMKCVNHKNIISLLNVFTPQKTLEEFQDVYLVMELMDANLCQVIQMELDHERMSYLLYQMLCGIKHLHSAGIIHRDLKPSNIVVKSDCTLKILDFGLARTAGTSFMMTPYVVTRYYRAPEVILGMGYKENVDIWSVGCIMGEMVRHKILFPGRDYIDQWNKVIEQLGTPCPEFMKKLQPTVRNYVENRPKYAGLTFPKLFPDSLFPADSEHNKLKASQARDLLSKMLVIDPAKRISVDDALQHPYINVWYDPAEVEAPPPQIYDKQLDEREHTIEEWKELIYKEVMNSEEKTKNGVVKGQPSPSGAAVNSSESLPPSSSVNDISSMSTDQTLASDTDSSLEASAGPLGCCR
FXIIa mix inh = blocks human factor XIIa in pooled compound mixtures | P00748 | purified FXIIa, fluorogenic substrate | inhibition, % at 5 µM | actives 0.2% (n = 62,000);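 further: 0% = enzyme without compound and 100% = no enzyme blank; some results filed as inactive read as strong as hits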
* = called active by the depositor; · = no result given. Unless noted, no stated cut-off is given here; in the data, active means inhibition above about 20% (passing the limit was not always enough); inactive means the rest.

SMILES	ROCK2 inh	FXIa inh mix	C1s inh	CatL block	CatS inh	CatG inh	PKA kinase inh	JNK3 inh	FXIIa mix inh
C=CCN=C(NC#N)SCc1ccccc1Cl	-1	6	10	8	-9	7	2	-3	1
Cc1cc(N(CN2CCCC2=O)C(=O)c2ccccc2)no1	-2	2	9	-8	-3	10	0	-1	3
Cc1cccc(N=C2NC(=O)CS2)c1	0	-25	-43	-3	11	-31	-1	-13	13
Cc1cc(C)c(S(=O)(=O)NCCC2CCCN2C)c(C)c1 (centres undefined)	1	-12	-104	·	-11	-11	-1	-9	6
Cc1cc(C)n(C2=NS(=O)(=O)c3ccccc32)n1	-2	-5	-20	-2	6	-9	-1	4	-1
CCOc1ccccc1C1C2C(=O)N(c3ccccc3)C(=O)C2ON1c1ccccc1 (centres undefined)	6	-13	-36	2	-16	-1	3	-1	4
Cc1cc(C)n(C(=O)c2ccc(C)c(S(=O)(=O)N3CCCC3)c2)n1	3	4	17	-2	6	14	-4	4	13
O=C(NCc1cccs1)Nc1ccc2c(c1)OCO2	3	-15	-48	-3	4	-17	7	3	8
COc1ccc(N(CC(=O)Nc2ccc(OC)c(Cl)c2)S(=O)(=O)c2c(C)noc2C)cc1	1	-6	-29	11	5	2	-2	-3	-20
Cc1nn(-c2ccccc2)c(C)c1NS(=O)(=O)c1ccccc1	3	10	10	·	-5	7	8	2	2

Whole records, looked up by structure.
`Cc1cc(N(CN2CCCC2=O)C(=O)c2ccccc2)no1` is listed as ROCK2 inh: -2; FXIa inh mix: 2; C1s inh: 9; CatL block: -8; CatS inh: -3; CatG inh: 10; PKA kinase inh: 0; JNK3 inh: -1; FXIIa mix inh: 3
`O=C(NCc1cccs1)Nc1ccc2c(c1)OCO2` is listed as ROCK2 inh: 3; FXIa inh mix: -15; C1s inh: -48; CatL block: -3; CatS inh: 4; CatG inh: -17; PKA kinase inh: 7; JNK3 inh: 3; FXIIa mix inh: 8

Other entries:
SMILES	ROCK2 inh	FXIa inh mix	C1s inh	CatL block	CatS inh	CatG inh	PKA kinase inh	JNK3 inh	FXIIa mix inh
O=C(Cc1ccc2c(c1)OCCO2)c1c(O)cc(O)cc1O	6	-1	-1	2	-4	4	12	5	9
c1ccc(Cc2nnc3sc(-c4cccs4)nn23)cc1	2	7	-3	-6	11	0	2	-1	4
CC(=O)NCCOc1nc(N(C)C)nc(N(C)C)n1	0	-12	-81	11	-20	-6	3	-10	-26
Cc1noc(C)c1COC(=O)c1ccccc1Sc1ccccc1C#N	3	19	-8	24	9	3	-1	-5	1
Cc1nn(C)c(C)c1S(=O)(=O)N1CCCC(C(=O)NC2CCCCC2)C1 (centres undefined)	5	1	-17	15	1	-1	13	-6	8
Cc1nc2ccccc2n1-c1nc(-c2ccco2)cc(C(F)(F)F)n1	2	-11	-6	0	-1	5	3	0	5
CN1CCN(C(=O)c2cnn3c(C(F)(F)F)cc(-c4ccc5c(c4)OCO5)nc23)CC1	3	8	12	9	19	14	6	8	3
CCOC(=O)c1cnc(-n2nc(C)cc2C)nc1N(C)C	-3	8	2	14	3	0	0	-6	10
O=C(c1cccnc1)N1CCN(Cc2ccc3c(c2)OCO3)CC1	2	10	4	3	8	6	4	-4	-30
CCCCN(CC)Cc1ccc(CNC(=O)Nc2ccc(OC)cc2OC)o1	0	9	6	3	1	2	5	-9	6
O=C(CSc1cn(Cc2ccccc2)c2ccccc12)Nc1nccs1	2	2	0	2	-9	6	-3	5	-3
CCN1CCN(c2nc3c(C)cccn3c(=O)c2/C=C(\C#N)S(=O)(=O)c2ccc(C)cc2)CC1	8	·	·	2	·	·	5	-4	·
Cc1ccc(S(=O)(=O)N(CC(O)CN2CCCC2)c2ccccc2)cc1 (centres undefined)	-2	12	-20	20	-2	0	6	9	5
COc1ccc(S(=O)(=O)N2CCCN(CC(=O)Nc3ccc4c(c3)OCO4)CC2)cc1	-1	6	-9	2	18	-4	-1	-1	4
COc1ccc(C)cc1NC(=O)CCN1CCCC1	-2	4	11	1	-10	12	-4	1	2
Cc1cc(C)c(C)c(S(=O)(=O)Nc2ccccc2C(=O)NCCCn2ccnc2)c1C	·	5	11	7	4	8	9	·	13
O=C(COc1ccccc1)Nn1cnc2ccccc21	7	6	15	15	1	8	9	-3	-1
CN1C=CC2=C(C#N)C(N)C(C#N)(C#N)C(c3ccccc3)C2C1 (centres undefined)	·	2	-10	16	10	9	6	·	8
COc1ccc(N(CC(=O)NC2CCCC2)C(=O)CCC(=O)Nc2cc(C)on2)c(OC)c1	3	8	1	-10	18	4	-2	3	7
O=C(c1cc2ccccn2n1)N1CCN(c2ccccn2)CC1	4	5	-27	-7	-4	-2	10	5	16

A draw from above in order of molar mass, falling:
SMILES	ROCK2 inh	FXIa inh mix	C1s inh	CatL block	CatS inh	CatG inh	PKA kinase inh	JNK3 inh	FXIIa mix inh
Cc1ccc(S(=O)(=O)N(CC(O)CN2CCCC2)c2ccccc2)cc1 (centres undefined)	-2	12	-20	20	-2	0	6	9	5
O=C(c1cc2ccccn2n1)N1CCN(c2ccccn2)CC1	4	5	-27	-7	-4	-2	10	5	16
CC(=O)NCCOc1nc(N(C)C)nc(N(C)C)n1	0	-12	-81	11	-20	-6	3	-10	-26

(list continues)
SMILES	ROCK2 inh	FXIa inh mix	C1s inh	CatL block	CatS inh	CatG inh	PKA kinase inh	JNK3 inh	FXIIa mix inh
O=C(Nc1nccs1)c1cc2sccc2n1Cc1ccc(F)cc1	-8	9	-1	·	3	-3	-6	-8	11
Cc1cc(C(=O)CSc2nncs2)c(C)n1-c1ccc2c(c1)OCO2	0	41	27	-1	3	14	2	-5	7
O=C(CC1Nc2ccccc2NC1=O)c1ccccc1 (centres undefined)	-1	3	-4	6	7	2	-4	15	-2
Cc1nc2ccccn2c1/C(O)=C1\C(=O)C(=O)N(CCN2CCOCC2)C1c1ccncc1 (centres undefined)	-3	-1	3	-3	1	1	-5	-3	37
CN(C)P(=NC(=O)COc1ccc(Cl)cc1Cl)(N(C)C)N(C)C	7	5	3	11	1	6	5	1	-4
Cc1ccc(S(=O)(=O)C2(C(=O)Nc3ccc4c(c3)OCO4)CC2)cc1	4	1	-4	·	3	7	4	-1	2
Cn1c(=O)c2c(SCC(=O)N3CCOCC3)nc(CC(C)(C)C)nc2n(C)c1=O	2	3	7	·	8	3	3	5	-2
COc1ccc(OC)c(C(C(=O)NCc2ccco2)N(C(=O)Cn2nnc3ccccc32)C2CC2)c1 (centres undefined)	1	6	12	-16	-11	8	1	-1	1
O=C(Nc1c(C(=O)N2CCOCC2)cnn1-c1ccccc1)c1ccco1	6	1	3	7	-2	-1	9	7	0
Cc1cc(NCCCN2CCOCC2)n2nc(C)c(-c3ccccc3)c2n1	8	-33	-238	33	-22	-20	10	-2	2
Cc1onc(-c2ccccc2Cl)c1C(=O)Nc1sc2c(c1C#N)CCC2	7	7	-19	8	-3	0	9	-6	-18
CC(C)(C)NC(=O)Cn1nnnc1-c1nonc1N	6	1	10	14	-2	13	0	-1	4
CCN1C(=O)c2cccc3cccc1c23	1	0	-6	-4	-2	-2	0	-7	6
COc1ccc(OC)c(NC(=O)CSCc2cnn(-c3ccccc3)c2-n2cccc2)c1	-5	1	12	-3	1	8	-9	4	0
Cc1ccc(S(=O)(=O)N2CCCC2C(=O)OCc2nc3ccccc3s2)cc1 (centres undefined)	1	-19	-53	11	-8	-13	5	-3	-12
N#Cc1cc2ccccc2nc1SCc1cccnc1	1	6	1	8	19	1	0	0	7
COC(=O)CSc1nnc(-c2ccccn2)n1Cc1ccco1	6	2	2	-2	10	-1	6	-1	2
O=C(CSc1nnc(-c2ccccc2F)o1)OCc1ccccc1	0	4	14	-2	-6	12	2	-4	2
O=C(C1=C(O)C(=O)N(Cc2ccco2)C1c1cccnc1)c1cc2ccccc2o1 (centres undefined)	8	7	14	17	-3	9	8	13	17
O=C(OCC(=O)N1CCN(C(=O)c2ccco2)CC1)c1ccc(S(=O)(=O)N2CCCCC2)cc1	6	2	-11	10	3	0	13	1	11
CC12CCC(C(=O)O)(C/C1=N\O)C2(C)C (centres undefined)	-1	6	-42	-5	-9	-3	2	3	11
Cc1cc2c(=O)n(CC(=O)N3CCN(c4ccc(F)cc4)CC3)cnc2s1	5	6	-25	2	-6	-4	4	-4	9
CCOc1ccc(S(=O)(=O)NCCN2CCOCC2)c2ccccc12	3	9	17	-2	-6	13	9	7	6
Cc1cc(=O)oc2c1ccc1oc(/C(=N/O)c3ccccc3)c(C)c12	-3	-3	-4	1	3	-1	-5	-7	-2
CC1CCCCN1S(=O)(=O)c1coc(C(N)=O)c1 (centres undefined)	3	11	-27	·	0	-1	-1	2	5
COCCNC(=O)c1cc(Br)ccc1Cl	3	5	-20	17	16	-3	8	-3	11
NC(=O)CCCC1=NS(=O)(=O)c2ccccc2N1	-3	0	2	15	-8	4	6	12	-18
Cc1ccc(S(=O)(=O)N2CCN(C(=O)COC(=O)COc3ccccc3)CC2)cc1	6	-3	1	·	-4	9	7	2	-1
COc1cc(OC)c(C2Oc3nc(SC)nnc3-c3ccccc3N2C(C)=O)cc1OC (centres undefined)	6	9	13	·	4	11	1	2	-3
O=C(c1cc(-c2ccc(O)cc2)on1)N1CCCc2ccccc21	2	-5	10	23	6	5	9	1	4
Cc1ccc(C(=O)NCc2occc2C(=O)O)o1	-2	0	-27	-6	-7	-5	-7	-2	11
CCOc1ccc(NC(=O)C2CCCN(S(=O)(=O)c3c(C)nn(C)c3C)C2)cc1 (centres undefined)	0	-2	-72	-6	1	-10	5	5	10
CCC(C)(CC(=O)N(C)CCC#N)c1ccccc1 (centres undefined)	·	2	-22	10	7	-1	1	·	6
COc1cc(C(=O)Oc2ccccc2)ccc1OCc1c(C)noc1C	4	12	-217	4	-10	-21	4	3	8
O=C(CSc1nnc(CNc2ccc(F)cc2)n1Cc1ccco1)N1CCCC1	1	0	-17	0	1	-6	5	1	7
O=c1c2cn[nH]c2[nH]c(=S)n1-c1ccccc1F	0	6	-1	0	-4	-1	2	4	-2
CC1Cc2ccccc2N1Cc1nc2scc(-c3cccs3)c2c(=O)[nH]1 (centres undefined)	·	5	11	9	2	9	1	·	-14
O=C(CCC1CCCCC1)Nc1ccccc1O	-11	8	-6	22	14	-2	0	0	-5
CCc1nc(SCc2cccnc2)[nH]c(=O)c1C	0	5	11	26	5	12	-2	-3	6
CC1Cc2ccccc2N1C(=O)c1ccc2snnc2c1 (centres undefined)	6	6	9	0	2	0	12	0	1
CN(C)c1ccc(C(c2nnnn2C2CCCCC2)N2CCN(C(=O)c3ccco3)CC2)cc1 (centres undefined)	5	10	-4	-2	19	0	6	1	4
CCc1nnc2sc(-c3ccc(NC(=O)CSc4ccc(Cl)cc4)cc3)nn12	-4	6	-20	-13	-10	6	-1	-9	-15
CCOC(=O)N1CCC(C(=O)Nc2ccc(OCC)cc2)CC1	3	-6	-38	5	-7	-5	14	-3	1
N#CCCN1CCN(CCC#N)CC1	0	9	2	-4	17	6	-2	-1	5
CCN(CC)c1nc(Nc2ccccc2)nc(Oc2ccc(=O)n(C)n2)n1	·	3	-26	·	-5	7	-6	·	0
COc1ccccc1CN1CCN(C(CC(C)C)c2nnnn2Cc2cccs2)CC1 (centres undefined)	2	2	-31	-5	-9	8	2	-1	1
CCCOC(=O)Nc1ccc(S(=O)(=O)Nn2cnnc2)cc1	6	0	4	·	-4	9	2	1	5
COc1cc2c(cc1OC)C(c1cccnc1)CC(=O)N2 (centres undefined)	0	7	13	6	-3	13	-2	-1	6
CC(Oc1ccccc1)C(=O)NC1CCN(Cc2ccccc2)CC1 (centres undefined)	2	16	3	13	9	11	15	7	6
CCOC(=O)c1c(C)n(C)c2ccc(O)c(CN(C)C)c12	2	5	-19	-10	-7	-1	-1	-2	-2
CC(C)C(NC(=O)CN1C(=O)c2ccccc2S1(=O)=O)C(C)C	-5	5	-41	12	10	-4	0	5	1
CCn1c(C)c(C(C)=O)c(N2CCN(C(=O)c3ccco3)CC2)nc1=S	5	-2	11	15	13	6	7	-4	-17
COc1ccccc1NC(=O)N(CCN(C)C)Cc1cc2cc(C)ccc2[nH]c1=O	5	4	21	16	2	10	-1	-2	4
